Bioassay records (PubChem BioAssay)
Akt phos inh – blocks phosphorylation of Akt. activity change, % for hits at 50 µM. Neuro2A IGF-stimulated pAkt S473 HTRF, 20 min; active compounds read low. hit rate 0.32% among 360,000; in the data active = activity change below about -80%; inconclusive = mostly about -51% to -80%; also: % is scaled to controls: 0 for no effect and ±100 for the full control effect
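Single-point screen (50 µM final compound) in Neuro2A cells stimulated 20 min with 6 nM IGF at 37 deg C. After lysis, Ser473-phosphorylated Akt read by HTRF (ex 330 nm, em 615/665 nm) as the 665/615 ratio.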
Nrf2 inh – Nrf2 pathway inhibition | AID 504444 | Potency, µM (series often up to 46 µM), for the others: at the top dose activity change, negative = inhibition, hits mostly inhibitors | A549 ARE-Fluc reporter, luciferase luminescence, 18-24 h | hit rate 2.1% among 360,000; also: potency is read from the fitted curve at half-maximal effect; % is scaled to controls: 0 for no effect and ±100 for the full control effect; nearly all actives have a fitted effect of over 60% in size
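Concentration-response testing used A549 ARE_Fluc cells at 5000 cells/well. Following an 18-24 h compound incubation, viability was read by fluorescence (Ex 405/Em 525) and luciferase output by luminescence.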
ATXN viability – cell viability loss in ATXN counter-screen. S2 cells (HEK-293 line with an ATXN2-luciferase reporter) viability, CellTiter-Fluor protease fluorescence, 24 h. Potency, µM (titrated, usually from 56.7 µM), most hits filed as cytotoxic. hit rate 0.49% among 400,000. AID 651635; also: potency is read from the fitted curve at half-maximal effect; nearly all actives have a fitted effect of over 40% in size
Nrf2 ARE act – activators of Nrf2 (ARE) signaling; Potency, µM (titrated, usually from 46.1 µM), for the others: top-dose activation, hits mostly activators; AREc32 ARE-luciferase reporter (MCF7-derived line), luminescence, 24 h; hit rate 0.31% among 410,000; also: potency is read from the fitted curve at half-maximal effect; % of control where 0% means no effect; nearly all actives have a fitted effect of over 65% in size
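Nrf2 activation is followed as ARE-luciferase induction in the AREc32 line after one day of compound treatment; luminescence is read with Steady-Glo.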
CCT chaperon mod – cytosolic chaperonin activity modulation. hit rate 0.3% among 360,000. purified chaperonin ATPase assay, HTRF ADP detection, 30 min. activity change, % (test concentration not listed), hits read low; in the data active = activity change below about -30%; also: % is scaled to controls: 0 for no effect and ±100 for the full control effect
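Nucleotide hydrolysis assay: TRiC at 20–40 nM final (set by batch activity) with 10 uM ATP, 30 min at 37 °C, in presence of 76 uM compound. Detection by competitive ADP HTRF, 30 min ambient.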
HepG2 tox – counter-screen for TGF-b inhibitors: cytotoxicity in HepG2 cells; HepG2 CAGA-GFP viability, ATP luminescence, 18 h; Potency, µM (series often up to 46.1 µM), inactives show at the highest dose activity change, negative = cytotoxicity, actives largely listed as cytotoxic; hit rate 0.76% among 410,000; also: potency is read from the fitted curve at half-maximal effect; some results filed as inactive show a strong effect at the top dose
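CellTiter-Glo luminescence gave cytotoxicity after 18 hours at 37 degrees C. The cells were HepG2 CAGA-GFP in 1% FBS DMEM, stimulated with 500 pg/mL TGF-beta after compound addition. %Activity was normalised to no-cell wells (complete cell-killing) and DMSO (no toxicity), and curves were fitted and classified.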
TGFb inhibitor – blocks TGF-b signaling | HepG2 CAGA-GFP TGF-b/SMAD3 reporter, GFP fluorescence, 18 h; TGF-beta stimulated, 500 pg/mL final | Potency, µM (titrated, usually from 46.1 µM), for the others: at the highest dose activity, negative = inhibition, usual class: inhibitors | hit rate 1.2% among 410,000; also: potency is read from the fitted curve at half-maximal effect; % is scaled to controls: 0 for no effect and ±100 for the full control effect; nearly all actives have a fitted effect of over 65% in size
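Using HEPG2 CAGA-GFP reporter cells at 1000 cells/well, we pinned test compounds, stimulated with recombinant TGF-beta (500 pg/mL final) and measured total well GFP after 18 h.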
A549 viability – counter-screen for Nrf2 inhibitors: cytotoxicity in A549 cells. hit rate 0.16% among 390,000. Potency, µM (series often up to 46 µM), without a hit: at the top dose activity change, negative = cytotoxicity, usual class: inhibitors. A549 ARE-Fluc cells, CellTiter-Fluor viability, 18-24 h. AID 504648; also: potency is read from the fitted curve at half-maximal effect; % is scaled to controls: 0 for no effect and ±100 for the full control effect
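Cytotoxicity counterscreen: CellTiter-Fluor fluorescence was measured in A549 ARE_Fluc cells after 18-24 h of compound exposure in a concentration series. The subsequent BugLite luminescent read reports ARE-luciferase activity.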
Mm-Cpn inhibitor – blocks the Methanococcus maripaludis chaperonin Mm-Cpn. AID 504842. hit rate 0.031% among 330,000. purified Mm-Cpn ATPase, ADP Transcreener TR-FRET. Potency, µM (series often up to 76.9 µM), for inactives: at the highest dose activity, negative = inhibition, most hits filed as inhibitors; also: potency is read from the fitted curve at half-maximal effect; % is scaled to controls: 0 for no effect and ±100 for the full control effect; nearly all actives have a fitted effect of over 80% in size
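ATPase turnover read by TR-FRET ADP competition (Eu cryptate antibody/ADP-d2, 665/590 nm): 10uM ATP final, 25nM Mm-CPN final, 30 min 37degC after 10-min compound preincubation, pH 7.4 Tris/KCl/MgCl2/DTT buffer.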
An asterisk follows results filed as active; i = inactive; ? = inconclusive; / = no result given; & = joins results of further samples; [ ] = dose if it differs, or a comment. Unless noted, calls follow the shape of the dose curve; as a rule, active = well fitted curve in the direction sought with a large enough effect; inconclusive = small, poorly fitted or top-dose-only effect, or another doubt; inactive = no such curve, though single readings can be large; an effect the other way counts as inactive or inconclusive. A portion of the library. The share of hits here may be higher or lower than overall.

SMILES | Akt phos inh | Nrf2 inh | ATXN viability | Nrf2 ARE act | CCT chaperon mod | HepG2 tox | TGFb inhibitor | A549 viability | Mm-Cpn inhibitor
COC(=O)C1=C(c2ccc(S(C)(=O)=O)cc2)C[C@@H]2CC[C@H]1N2C(=O)NCc1cccc2ccccc12 | i | 12% | i | 3.0% | -0.5 | 7% | 14% | -3% | /
O=c1[nH]c(CN2CCNCC2)nc2ccccc12 | i | 16% | i | 0.0% | 0.7 | 0% | -16% | 8% | 3%
CC(C)c1ccccc1NC1=NCCCS1 | i | ? | i | -0.3% | -1.0 | 3% | -3% | -14% | 2%
CCC(=O)OC1(Cc2ccc(CC)cc2)CC(C)N(C)CC1C (configuration not stated) | i | 29% | i | 0.0% | 2.2 | -12% | -1% | 1% | -2%
CCCNC(=O)c1cc2c(c(-c3cccc(-c4cc5ccccc5o4)c3)n1)[C@@H](CCO)N(C(=O)NC(C)C)C2 | i | / | ? | 3.6% | 0.0 | / | / | / | /
CC(=O)OC1C2CCC1C(N1CCCC1)CC2 (configuration not stated) | i | ? | i | 3.9% | -0.9 | -40% | 30% | 2% | -1%[15.4 µM]
O=C(Cn1ncc2ccsc2c1=O)N1CCC2(CC1)OCCO2 | / | / | i | -0.2% | -5.3 | -9% | -4% | 3% | -2%
Cc1ccc(NC(=O)C2CCCN(C(=O)c3cnn(-c4ccccc4)c3-n3cccc3)C2)cc1 (configuration not stated) | / | 13µM* | i | 0.6% | / | -9% | ? | -6% | /
N#C/C(N)=C(/N)C#N | i | ? | i | -0.9% | -0.4 | -2% | -6% | -2% | -3%
COc1ccccc1-n1c(/C=C/c2ccccc2)nc2ccccc2c1=O | / | / | / | -0.2% | / | -2% | 23% | -12% | /
CC(NC(=O)Oc1cccc2ccccc12)c1ccccc1 (configuration not stated) | i | 7% | i | 6.8% | 0.1 | -35% | 5% | 0% | /
CN1CCN(c2nc3c(c(=O)[nH]2)CCC3)CC1 | i | -21% | i | -1.2% | 0.2 | 16% | 10% | -6% | -3%
CN(C)CC1Oc2ccccc2OC1(O)c1ccccc1 (configuration not stated) | i | 15µM* | ? | ? | 2.0 | 4µM* | 2.8µM* | -17% | -6%
CC(=O)OC(C)(C)/C=C/C(=O)C(C)(O)C1[C@H](O)C[C@@]2(C)C3CC=C4C(CC[C@@H](O)C4(C)C)[C@]3(CO)C(=O)C[C@]12C (some centres not stated) | i | 0.23µM* | ? | 27% | -0.5 | -17% | ? | 0.26µM* | 0%
O=C1NC(=S)N(c2ccc(Cl)cc2)C(=O)/C1=C/N1CCN(C(=O)c2ccco2)CC1 | i | 7% | i | 0.1% | -0.1 | 3% | 6% | -3% | -3%
CCc1ccc(-n2nc(C)c3c(C(=O)NCCc4ccc(OC)c(OC)c4)cc(C)nc32)cc1 | / | 23µM* | ? | 6.8% | / | -18% | -8% | -13% | /
O=C1C2CCCN2C(c2cccc(Cl)c2)N1c1ccccn1 (configuration not stated) | i | -5% | i | -0.5% | -0.6 | 1% | -16% | 0% | -12%
O=C(Nc1ccccc1)N1CCC2(CC1)OCCO2 | i | 11% | i | 0.3% | -0.6 | -17% | -27% | 2% | 2%
COCCCN1Cc2ccccc2C1=N | i | -1% | i | 0.0% | -1.2 | -4% | 20% | -3% | 4%
CCC(=NCc1cc(OC)cc(OC)c1)c1c(O)[nH]c(=O)[nH]c1=O | i | ? | ? | 3.4% | -1.8 | -28% | ? | -5% | 0%
CCn1c(O)c(/C=N/NC(=O)c2ccccc2)c(=O)n(CC)c1=S | i | ? | i | -0.3% | -0.6 | -27% | -10% | -13% | 0%
NC(=O)c1ccc(N)nc1 | i | ? | i | 0.2% | -0.5 | -51% | -18% | -3% | /
Fc1ccc(C2=CCN(C(c3cccs3)c3nnnn3CCc3ccccc3)CC2)cc1 (configuration not stated) | i | -27% | / | 0.2% | -1.7 | -5% | 4% | 4% | -5%
Cc1ccc(NC(=O)N(Cc2ccc3c(c2)OCO3)C2CCN(Cc3ccccc3)CC2)cc1F | / | ? | ? | 18% | / | -39% | ? | -5% | /
Cc1cccc(-n2c(=S)[nH]c3ccccc3c2=O)n1 | i | ? | ? | 0.1% | -4.7 | 3% | -8% | -11% | 3%
Cc1nn(Cc2ccccc2)c(C)c1C(=O)OCC(=O)NCc1ccco1 | i | -3% | ? | 12% | -0.7 | 0% | 0% | -4% | 0%
C=CCn1c(O)c(C(C)=NC2CC2)c(=O)[nH]c1=O | i | -8% | i | -0.3% | -1.0 | 0% | 7% | -3% | 0%
O=c1[nH]c(O)c(C=Nc2ccccc2Sc2ccccc2)c(=O)[nH]1 | i | 21% | i | 14% | -3.6 | 14% | 2% | 9% | 0%
CN(C)C(=O)Oc1ccc2c(c1)O/C(=C\c1ccc(Cl)cc1)C2=O | i | ? | i | 24% | -0.7 | -1% | -2% | 0% | 0%
Cc1ccc(O)c(C)c1 | i | 0% | i | -0.8% | -4.3 | 3% | 5% | 0% | 1%
CCOC(=O)C(O)(c1ccc(N=c2ccccn2C)cc1)C(F)(F)F (configuration not stated) | i | -11% | i | 0.1% | 3.2 | 3% | -10% | 1% | -2%
Cn1c(O)c(/C=C2\C=Nc3ccc(Br)cc32)c(=O)n(C)c1=O | i | -3% | i | -0.1% | -1.4 | -6% | -3% | 0% | 0%
Cc1nn(Cc2ccccc2)c(C)c1C=C1C(=O)NC(=S)NC1=O | i | -2% | ? | -0.1% | -2.7 | -8% | ? | 1% | -3%
CN(C)c1ccc(C=C(C#N)C#N)cc1 | i | 3% | i | -0.3% | -2.0 | 4% | -2% | 0% | -1%
CCCCc1nc2ccccc2c(=O)n1-c1ccc(Cl)cc1[N+](=O)[O-] | i | 17% | ? | 0.0% | -0.1 | -2% | -15% | -5% | -2%
CC(=O)O[C@@]12CO[C@@H]1C[C@H](O)[C@@]1(C)C(=O)[C@H](O)C3=C(C)[C@@H](OC(=O)[C@H](O)[C@@H](NC(=O)c4ccccc4)c4ccccc4)C[C@@](O)([C@@H](OC(=O)c4ccccc4)C12)C3(C)C (some centres not stated) | i | ? | i | -1.9% | -1.5 | -15% | -28% | -18% | -11%
CC(CCN1CC1)=NNC(=O)Nc1cccc2ccccc12 | i | 20% | ? | 4.3% | 1.7 | -11% | ? | -2% | /
CN1CC(C(=O)c2cccs2)C(c2ccc(Cl)cc2)C1 (configuration not stated) | i | 2% | i | 4.6% | -1.8 | -3% | 0% | 5% | -2%
Cc1ccc(N=Nc2c(O)[nH]c(=O)[nH]c2=O)c([N+](=O)[O-])c1 | i | -5% | i | ? | 1.7 | 5% | 0% | -2% | -1%
CC(C)n1c(O)c(C=NCc2cccnc2)c(=O)[nH]c1=S | i | 4% | i | 1.8% | -1.2 | -33% | -7% | 8% | 1%
CS(=O)(=O)c1ccc(C2=C(CNC(=O)c3ccc([N+](=O)[O-])cc3)[C@H]3CC[C@@H](C2)N3CCOc2ccccc2)cc1 | i | / | i | 2.8% | -0.6 | -42% | -2% | / | /
Cc1ccc(-c2nc(CS(=O)CC(=O)NC3CCCC(C)C3C)c(C)o2)cc1 (configuration not stated) | i | 3% | i | -0.1% | 0.6 | 1% | ? | 0% | 2%
Cc1cc(-n2c(/C=C/c3ccc(Br)s3)nc3ccccc3c2=O)ccc1Br | / | / | / | -0.2% | / | -35% | -30% | -2% | /
COc1ccc(-c2nc(CSCC(=O)N3CCC4(CC3)OCCO4)c(C)o2)cc1OC | i | -12% | i | 4.0% | -1.1 | -11% | 2% | / | -4%
O=C(Cn1c(=O)oc2ccccc21)N(Cc1ccccc1)C1CCS(=O)(=O)C1 (configuration not stated) | i | 8% | i | -0.8% | -2.0 | 13% | 9% | -4% | -1%
Cc1nc2ccccc2c(=O)n1-c1ccc(Br)cn1 | i | 1% | i | 1.9% | -1.2 | 12% | 12% | 2% | 0%
CN1CCC2(CC1)C(C#N)=C(N)NC(S)=C2C#N | i | 2%&19% | i | -0.4%&0.1% | -0.6&0.2 | -1%&1% | -11%&15% | -8%&1% | -1%&-4%
CCc1c(C)nc(N)nc1N1N=C1SCC#N | i | 10% | ? | 0.0% | -0.5 | -23% | -8% | -3% | 0%
S=c1[nH]nc(-c2ccco2)n1-c1cccc2ccccc12 | i | 12% | i | -0.2% | -0.5 | 0% | ? | 3% | -5%
Cc1cccc(N=Cc2c(O)n(-c3ccccc3C)c(=O)[nH]c2=O)c1 | / | -1% | i | -1.1% | -2.9 | 9% | -5% | -11% | 1%
CN1OC[C@@H]2COc3ccc4ccccc4c3[C@@H]21 | i | ? | i | -0.2% | -2.2 | 0% | -1% | 0% | ?
O=C(NC(C(Cl)Cl)N1CCOCC1)c1ccccc1 (configuration not stated) | i | -1% | i | 4.7% | -0.6 | 5% | -4% | 0% | 1%
COc1ccccc1OP(=O)(Nc1ccc(Br)cc1)Oc1ccccc1OC | i | ? | i | -0.7% | 1.1 | -79% | 16µM* | ? | 1%
O=C1NC(=O)C2(Cc3ccccc3N3CCCC32)C(=O)N1 (configuration not stated) | i | -9% | i | 0.2% | -2.7 | 3% | -18% | -1% | 2%
C/C(=N\NC(=O)CN1CCCCC1)c1cccc([N+](=O)[O-])c1 | i | ? | i | 6.5% | -0.8 | -1% | 3% | -4% | /

Ordered by formula weight (smallest number first): part of the list above.
SMILES | Akt phos inh | Nrf2 inh | ATXN viability | Nrf2 ARE act | CCT chaperon mod | HepG2 tox | TGFb inhibitor | A549 viability | Mm-Cpn inhibitor
CN1OC[C@@H]2COc3ccc4ccccc4c3[C@@H]21 | i | ? | i | -0.2% | -2.2 | 0% | -1% | 0% | ?
O=C1NC(=O)C2(Cc3ccccc3N3CCCC32)C(=O)N1 (configuration not stated) | i | -9% | i | 0.2% | -2.7 | 3% | -18% | -1% | 2%
COc1ccccc1OP(=O)(Nc1ccc(Br)cc1)Oc1ccccc1OC | i | ? | i | -0.7% | 1.1 | -79% | 16µM* | ? | 1%
